# Tau fibril FP: qHTS for Inhibitors of Tau Fibril Formation, Fluorescence Polarization; Microtubule-associated protein tau (Homo sapiens), P10636; K18 P301L tau heparin fibrillization, Alexa594 FP, 6 h; Potency, µM (doses to about 57.7 µM), inactives show top-dose activity, negative = inhibition, usual class: inhibitors; 0.39% of 280,000 active; AID 1468, 2008; note: % is set by controls: 0 for no effect and ±100 for the full control effect; nearly all actives have a fitted effect of over 55% in size
# Target sequence (P10636 561-689 P618L limits assumed): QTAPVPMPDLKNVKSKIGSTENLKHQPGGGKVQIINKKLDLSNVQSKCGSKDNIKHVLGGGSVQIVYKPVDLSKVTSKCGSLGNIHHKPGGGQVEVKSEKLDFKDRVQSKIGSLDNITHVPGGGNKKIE
#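 Quantitative HTS format: compounds meet 15 uM recombinant K18 P301L tau and Alexa 594-tau tracer in 100 mM sodium acetate pH 7; 20 uM heparin triggers fibrillization at 37 C over 6 hr; FP gives the signal.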
# TexasRed fluor: Total Fluorescence Counterscreen for Inhibitors of the Interaction of Thyroid Hormone Receptor and Steroid Receptor Coregulator 2. TRb/SRC2 Texas Red total fluorescence interference. Potency, µM (titrated, usually from 106 µM), for the others: at the highest dose fluorescence change, negative = quenching. 0.29% of 280,000 active. AID 1479, 2009; active = well fitted curve in either direction with a large enough effect; inconclusive = small, poorly fitted or top-dose-only effect; note: % is set by controls: 0 for no effect and ±100 for the full control effect
#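 Human TRβ ligand-binding domain (0.6 uM) and Texas Red SRC2 peptide (20 nM) in Tris buffer with 1 uM T3 and 5% DMSO were incubated with pinned compound for 5 hr at ambient temperature. Total fluorescence was computed as S + 2P (555/632 nm).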
# RECQ1 inh: qHTS Assay for Inhibitors of RecQ-Like Dna Helicase 1 (RECQ1); ATP-dependent DNA helicase Q1 (Homo sapiens), P46063; RECQ1 DNA unwinding, red fluorescence kinetic read; Potency, µM (highest dose often 57.3 µM), for the others: at the highest dose activity, negative = inhibition, most hits filed as inhibitors; 0.54% of 240,000 active;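 note: plate controls were vehicle for no effect and no enzyme for full effect; nearly all actives have a fitted effect of over 30% in size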
#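 RECQ1T1 50 nM; forked duplex (20 bp + 30-nt ss tails) 200 nM, ATP 2 mM final; pH 8.0, 2 mM MgCl2, 2.5 ug/ml poly(dI-dC); 15 min compound preincubation; discontinuous kinetic read over 2 h at RT.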
# Tau fluor counter: Counterscreen qHTS for Inhibitors of Tau Fibril Formation, Fluorescence Polarization; tau K18 P301L Alexa594 fluorescence, heparin fibrillization; Potency, µM (doses to about 57.7 µM), for the others: at the highest dose activity change, negative = decrease; 0.93% of 280,000 active; note: % is set by controls: 0 for no effect and ±100 for the full control effect; nearly all actives have a fitted effect of over 55% in size
#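 Human tau K18 P301L (15 uM unlabeled, 0.24 uM Alexa 594-labeled) in 100 mM sodium acetate pH 7 with 20 uM heparin, 6 hr at 37 C. ThT 30 uM added, 1 hr ambient; Alexa 594 FP and total fluorescence read at 555/632 nm.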
# Tau fibril ThT: qHTS for Inhibitors of Tau Fibril Formation, Thioflavin T Binding | AID 1460, 2008 | recombinant tau K18 P301L (four-repeat tau fragment), heparin-induced fibrillization, ThT fluorescence | 2.1% of 270,000 active | Potency, µM (doses to about 57.4 µM), for inactives: top-dose activity, negative = inhibition, actives largely listed as inhibitors | Microtubule-associated protein tau (Homo sapiens), P10636; note: % is set by controls: 0 for no effect and ±100 for the full control effect; nearly all actives have a fitted effect of over 55% in size
#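 Tau K18 P301L fragment (15 uM unlabeled plus 0.24 uM Alexa 594-labeled) in 100 mM sodium acetate pH 7 with compound, fibrillization induced by 20 uM heparin for 6 hr at 37 C. Thioflavin T (30 uM) added, fluorescence read after 1 hr (ex 450, em 510 nm).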
# HTT cytoprotect: qHTS Multiplex Assay to Identify Dual Action Probes in a Cell Model of Huntington: Cytoprotection (ATP). PC12 HTT-Q103 induced, cytoprotection, ATP luminescence, 40 h. Potency, µM (series often up to 56.4 µM), without a hit: cytoprotection (ATP increase), actives largely listed as activators. 0.14% of 230,000 active. AID 1471, 2008;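 note: % of control where 0% means no effect; nearly all actives have a fitted effect of over 45% in size; toxic huntingtin expression switched on by the ecdysone agonist tebufenozide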
#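 Compounds were screened for protection of PC12 cells against cell death after tebufenozide induction (100 nM final) of mutant Huntingtin exon 1 (Q103) fused to GFP.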
# TRb-SRC2 inh: qHTS for Inhibitors of the Interaction of Thyroid Hormone Receptor and Steroid Receptor Coregulator 2 | Thyroid hormone receptor beta (Homo sapiens), P10828 | TRbeta-SRC2 peptide binding, fluorescence polarization; receptor liganded with 1 µM T3 | Potency, µM (doses to about 106 µM), for inactives: at the highest dose activity change, negative = inhibition, usual class: inhibitors | 0.065% of 280,000 active | AID 1469, 2008;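 note: plate controls were bound peptide for no effect and peptide without receptor for full effect; nearly all actives have a fitted effect of over 50% in size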
#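 Binding of a 20-amino-acid Texas Red SRC2 peptide (20 nM) to TRb ligand-binding domain (0.6 uM) with agonist T3 at 1 uM was followed by fluorescence polarization after a 5 hr room-temperature incubation.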
# L3MBTL1 block: qHTS Assay for the Inhibitors of L3MBTL1 | Lethal(3)malignant brain tumor-like protein 1 (Homo sapiens), Q9Y468 | AlphaScreen L3MBTL1–H3K9me1 peptide binding | Potency, µM (top dose mostly 57.1 µM), without a hit: at the highest dose activity, negative = inhibition, most hits filed as inhibitors | 0.66% of 230,000 active | AID 485360, 2010; note: % is set by controls: 0 for no effect and ±100 for the full control effect; nearly all actives have a fitted effect of over 60% in size
# Target sequence (Q9Y468 whole entry, looked up): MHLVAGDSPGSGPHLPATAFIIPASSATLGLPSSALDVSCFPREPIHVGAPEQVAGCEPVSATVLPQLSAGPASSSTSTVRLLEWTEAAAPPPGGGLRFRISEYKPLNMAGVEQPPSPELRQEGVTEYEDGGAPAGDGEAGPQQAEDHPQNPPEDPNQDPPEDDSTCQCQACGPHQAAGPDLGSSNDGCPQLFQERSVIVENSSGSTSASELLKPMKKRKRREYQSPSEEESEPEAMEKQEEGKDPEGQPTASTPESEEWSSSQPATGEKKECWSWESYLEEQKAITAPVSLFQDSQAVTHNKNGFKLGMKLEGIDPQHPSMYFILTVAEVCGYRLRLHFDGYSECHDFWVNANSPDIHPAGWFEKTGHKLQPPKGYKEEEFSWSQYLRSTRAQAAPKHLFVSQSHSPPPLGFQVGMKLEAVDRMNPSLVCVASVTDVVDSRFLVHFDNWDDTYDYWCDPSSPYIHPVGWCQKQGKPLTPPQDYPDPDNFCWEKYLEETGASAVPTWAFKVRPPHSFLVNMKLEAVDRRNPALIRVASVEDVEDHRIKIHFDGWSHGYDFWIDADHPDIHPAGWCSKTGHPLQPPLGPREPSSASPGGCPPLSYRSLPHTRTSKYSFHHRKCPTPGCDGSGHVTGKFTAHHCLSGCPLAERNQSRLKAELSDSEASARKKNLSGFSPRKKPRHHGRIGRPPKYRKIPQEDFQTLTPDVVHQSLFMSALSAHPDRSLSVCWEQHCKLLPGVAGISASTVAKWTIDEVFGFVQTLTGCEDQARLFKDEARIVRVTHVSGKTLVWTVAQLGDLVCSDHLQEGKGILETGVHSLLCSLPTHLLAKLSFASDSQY
#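 AlphaScreen proximity signal between nickel-chelate acceptor and streptavidin donor beads (final 10 ug/mL) reports binding of 50 nM L3MBTL1 to 75 nM biotin-H3 K9me1 peptide; complex incubated with compounds 30 min at room temperature; cefsulodin titration as control.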
# Active calls of the source: *; i = inactive; ? = inconclusive; . = no result given; [ ] = another dose, or the depositor's remark. Unless noted, calls come from the whole dose curve; as a rule, active = well fitted curve in the direction sought with a large enough effect; inconclusive = small, poorly fitted or top-dose-only effect, or another doubt; inactive = no such curve, though single readings can be large; an effect the other way counts as inactive or inconclusive. Potency is the fitted concentration of half-maximal effect. A portion of the library; rates above refer to the full screens.
# Results follow in this order: Tau fibril FP	TexasRed fluor	RECQ1 inh	Tau fluor counter	Tau fibril ThT	HTT cytoprotect	TRb-SRC2 inh	L3MBTL1 block
1) COc1ccc(C(CC(=O)O)NC(=O)c2ccccc2)cc1OC (stereo unspecified)
  0%	-1%	-8%	-2%	1%	-19%	-8%	6%
2) CCCS(=O)(=O)N1CCN(c2cc3c(cc2[N+](=O)[O-])n(C)c(=O)n3C)CC1
  5%	-3%	i	-18%	?	-11%	4%	.
3) CCc1cccc(NC(=O)C2CCN(S(=O)(=O)c3cccs3)CC2)c1
  -5%	-4%	i	?	-11%	-24%	-9%	.
4) O=C(Nc1ccccc1)NC(Cc1ccc(O)cc1)C(=O)O (stereo unspecified)
  3%	-1%	-1%	1%	4%	33%	-8%	2%
5) COc1ccc(OC)c(N(CC(=O)Nc2ccccc2)S(C)(=O)=O)c1
  -1%	-2%	i	-6%	-7%	4%[10 µM]	-10%	1%
6) CCOc1ccc2nc(COC(=O)c3ccco3)c(C(C)=O)[n+]([O-])c2c1
  4%	-3%	i	-13%	?	-23%[0.074 µM]	-14%	-4%
7) COc1ccc(-c2csc(N(CCCN(C)C)C(=O)c3cccs3)n2)cc1
  -15%	-8%	-6%	-29%	-16%	-31%	4%	-5%
8) C=CCOC(=O)N1CCN(c2cccc(C(F)(F)F)c2)CC1
  7%	2%	i	-7%	-11%	-16%[0.074 µM]	-5%	5%
9) CCCCNC(=O)c1[nH]c2ccccc2c1Sc1ccc(C)cc1
  -4%	1%	.	-9%	-6%	.	4%	.
10) CC(C)(C)C(=O)NC(=S)N1CCOCC1
  4%	2%	-8%	11%	5%	-7%[0.074 µM]	-5%	2%
11) COc1ccc(Cn2c(C(=O)O)c(CNCc3ccc(C)o3)c3ccc(OC)cc32)cc1
  7%	-1%	.	-4%	-6%	.	5%	.
12) Cc1cc(NC(=O)COC(=O)[C@@H](NS(=O)(=O)c2ccc(Br)cc2)C(C)C)no1
  0%	-1%	i	6%	9%	15%[10 µM]	-2%	.
13) COc1cccc(NC(=O)CN2CCN(c3ccccc3F)CC2)c1
  1%	0%	-8%	-7%	-12%	10%[0.074 µM]	-6%	-8%
14) O=C(CCN1CCN(c2ccccn2)CC1)Nc1ccc(F)cc1
  2%	-4%	-4%	-2%	-2%	5%	-4%	6%
15) Cc1cc(Cl)c(S(=O)(=O)Nc2ccc3c(c2)OCCO3)cc1OCC(=O)NC1CCCCC1
  ?	-1%	-4%	-25%	-18%	-18%	-1%	.
16) CC(C)(O)C#Cc1ncc(C(F)(F)F)cc1Cl
  0%	4%	i	2%	-10%	-33%[inhibitor]	-1%	1%
17) CN(C)CC/C=C1\c2ccccc2CSc2ccccc21
  .	-2%[53 µM]	i	.	.	?	2%[53 µM]	-9%
18) CCOc1ccc(NC(=O)c2cc(CN3CCCC3)on2)cc1
  -1%	?	.	-4%	-10%	.	-5%	.
19) Cc1ccc(CNCC(=O)Nc2ccc(C)cc2Br)cc1
  -1%	-3%	-4%	-13%	-14%	-19%	-5%	12%
20) CCOc1ccccc1NC(=O)CSc1ccccc1
  -3%	-3%	-10%	-17%	-9%	11%	-6%	8%
21) CCOC(=O)c1cc2sccc2n1CC(=O)Nc1ccc(OC)cc1OC
  -5%	-1%	-2%	-12%	-11%	-13%[10 µM]	-13%	-9%
22) CCn1ncc([N+](=O)[O-])c1C(=O)Nc1c(C)nn(Cc2ccc(F)cc2)c1C
  -7%	2%	i	-8%	-8%	5%[10 µM]	5%	5%
23) CC(=O)CCc1oc2ccccc2c1-c1ccccc1
  -15%	-1%	-5%	-22%	?	-5%[10 µM]	-7%	.
24) Cc1oc(-c2ccccc2Cl)nc1CSCC(=O)NC1CC1
  7%	-4%	-4%	2%	-11%	-16%	-1%	-1%
25) CN1c2ccccc2-c2nc(SCC(=O)Nc3ccccc3C(F)(F)F)ncc2S1(=O)=O
  -7%	1%	.	?	?	.	7%	.
26) COc1cccc(CNC(=O)c2oc3c(c2C)-c2nn(Cc4cccc(Cl)c4)cc2CC3)c1OC
  1%	-9%	.	-7%	-15%	.	8%	.
27) COc1ccc(CCNC(=O)CSc2nnc(CNc3ccc(Cl)cc3)o2)cc1OC
  7%	4%	i	-13%	?	-15%[10 µM]	-10%	-5%
28) C[C@H](O)[C@@H](C(=O)N1CCN(C(=O)OC(C)(C)C)CC1)n1cc(CCCCNC(=O)OC(C)(C)C)nn1
  7%	-2%	-4%	-2%	-4%	14%[10 µM]	-3%	8%
29) O=C(c1cc(-c2cccc(O)c2)on1)N1CCN(C(c2ccccc2)c2ccccc2)CC1
  ?	-1%	?	?	0%	15%[10 µM]	0%	-11%
30) COc1ccc(CCN(C)CCC(=O)Nc2cc(C)ccc2C)cc1OC
  2%	-7%	-2%	-14%	?	-35%	-5%	29%
31) O=C(NCc1ccc2c(c1)OCO2)c1ccc(N2CCCC2=O)cc1
  4%	-4%	5%	-6%	-10%	-6%	-2%	.
32) COC(=O)c1cc(NC(=O)C2C3C=CC(C3)C2C(=O)O)cc(C(=O)OC)c1 (stereo unspecified)
  0%	3%	i	-12%	-18%	-24%	-5%	2%
33) CCOC(=O)N1CCN(C(=O)CSc2nnc(-c3ccc(C)c(C)c3)o2)CC1
  3%	2%	-13%	-6%	?	-20%	-16%	.
34) COC1C=CC23c4cc5c(cc4CN(CC2O)C3C1)OCO5 (stereo unspecified)
  10%	-2%	i	-5%	-4%	-36%[inhibitor]	-1%	.
35) CCOC(=O)C(/C(C)=N/NC(=O)C1CC1c1ccccc1)C(C)C (stereo unspecified)
  7%	1%	8%	-2%	5%	-7%[10 µM]	10%	2%
36) O=C(O)C1CC=CCC1C(=O)Nc1cc(Cl)ccc1Cl (stereo unspecified)
  6%	0%	i	-8%	-11%	13%[10 µM]	-18%	-1%
37) COc1ccccc1OCc1nnc(SCC(=O)N2CCCCC2)n1-c1ccccc1
  8%	1%	i	7%	5%	-15%	-2%	4%
38) COC(=O)c1c(NC(=O)/C=C/c2ccc(OC)c(OC)c2)sc2c1CCC2
  -9%	-18%	.	-14%	-11%	.	-6%	.
39) COCCNC(=O)C1c2ccccc2C(=O)N(CCOC)C1c1ccc(F)cc1 (stereo unspecified)
  0%	1%	4%	-3%	?	-66%[inhibitor]	10%	6%
40) Cc1cc(N/C(=N\S(=O)(=O)c2ccc(Cl)cc2)c2ccc(F)cc2)no1
  -6%	-3%	-6%	-3%	-1%	-1%	3%	1%
41) CC(Oc1ccc2c(-c3ccccc3)cc(=O)oc2c1)C(=O)O (stereo unspecified)
  4%	-5%	0%	3%	-4%	12%[10 µM]	1%	3%
42) CCCCOc1ccc(-c2ncc(C(=O)OCC)c(N)n2)cc1
  -5%	-1%	-6%	-20%	-11%	-18%	-8%	.
43) CCOC(=O)CNC(=O)CSc1nnc(NC(=O)c2ccccc2Cl)s1
  2%	-3%	i	-2%	-6%	-36%[10 µM]	0%	-6%
44) CCc1ccc(S(=O)(=O)Nc2ccc(O)c3c(=O)cc(-c4ccccc4Cl)oc23)cc1
  ?	-1%	i	?	-5%	-12%[10 µM]	-1%	.
45) CCC(=O)Nc1ccc(C(=O)Nc2ccc3c(c2)C(=O)N(CC2CCCO2)C3=O)cc1 (stereo unspecified)
  -6%	-6%	-2%	-2%	-3%	-11%	-7%	.
46) O=C(Nc1sc2c(c1C(=O)NCC1CCCO1)CCC2)c1cc(=O)c2cc(Cl)ccc2o1 (stereo unspecified)
  -4%	-1%	.	-12%	?	.	9%	.
47) Cc1ccc(C#N)c(SCc2ccccc2F)n1
  -10%	0%	-14%	-23%	-8%	12%[10 µM]	-1%	121%[activator]
48) COc1ccc(C(=O)NCc2nnc(SCC(=O)Nc3ccc4c(c3)OCO4)o2)cc1
  -4%	-1%	3%	2%	9%	10%[10 µM]	-5%	-21%
49) COc1cc(C2C(C(=O)Nc3ccc(C)cc3C)=C(C)Nc3nc(SCc4ccccc4)nn32)cc(OC)c1OC (stereo unspecified)
  -11%	?	.	-5%	-4%	.	-6%	.
50) CCCCC(=O)Nc1cccc(-c2cn3ccccc3n2)c1
  ?	-5%	-2%	-9%	-4%	1%	9%	6%
51) N[C@H](C(=O)O)[C@H]1C[C@H]1C(=O)O
  9%	0%	0%	0%	2%	-51%	-1%	.
52) COc1cccc(Cn2c(=O)n(CCc3ccccc3)c(=O)c3c2c2cc(OC)ccc2n3C)c1
  -4%	-2%	.	-20%	-3%	.	2%	.
53) C/C=C(\C)C(=O)NCCN1C2=NC[C@@H](C)N2C[C@@H]1Cc1ccc(OC)cc1
  -6%	-3%	-3%	-7%	-1%	9%[10 µM]	-2%	3%
54) OCCN(Cc1nc(-c2ccc3c(c2)OCO3)no1)Cc1cccs1
  -8%	0%	-8%	-20%	-19%	-18%	4%	0%
55) N#CCCN1CCCc2cc(N=Nc3ccc(C(F)(F)F)cc3)ccc21
  ?	-3%	i	8.9µM*[quencher]	3.5µM*	-9%[10 µM]	3%	?
56) CN(Cc1ccccc1)S(=O)(=O)c1ccc(Cl)c(C(=O)NCCc2ccccn2)c1
  -3%	-4%	-15%	-13%	-9%	2%	-4%	15%
